All columns: NCI-60 one-dose screen, growth in % after 48 h at 10 µM unless noted; 100 = growth as untreated, 0 = no growth, -100 = all killed.
HL-60(TB) = HL-60(TB) leukemia cells; 78,000 compounds, 9% hits; active = growth percent below 10
Active calls of the source: *; & = joins results of further samples. The list is partial; the hit share may differ from the screen's.

Compound,HL-60(TB)
CCN(CC)CCCC(C)NC(=O)OCC(C)C (stereo not drawn),97
O=S(=O)(Cc1ccccc1)N1C=Cc2ccccc2C1c1c[nH]c2ccccc12 (stereo not drawn),79
N#CC1=C(c2ccco2)Nc2c(c(-c3ccccc3)nn2-c2ccccc2)C12C(=O)Nc1ccc(Cl)cc12 (stereo not drawn),44
COc1ccc(C2CC(c3cccc(Nc4nc(Cl)nc5cc(OC)c(OC)cc45)c3)=Nc3c(N)nc(N)nc3N2)cc1 (stereo not drawn),47
Cn1cccc1-c1nc2c3c(ccc2[nH]1)C(=O)c1ccccc1C3=O,82
CCOC(=O)C(C(=O)OCC)C(C(=O)O)C(C(=O)OCC)C(=O)OCC,97
COc1cc2c(cc1OC)C(c1ccccc1[N+](=O)[O-])=NCC2,96
COc1ccc(/C=C(\C)C=O)cc1,107

Following part:
Compound,HL-60(TB)
Cc1ccc(C(=O)c2ccc3nc(-c4ccc(Cl)cc4)n(C)c3c2)cc1,92
NC1=NC(c2ccc(F)cc2)c2c(n[nH]c2N)N1 (stereo not drawn),107
CC(C)Oc1nc(-c2cccnc2)nc2c1sc(=S)n2-c1ccccc1,78
Cn1cc(-c2nn3cc(-c4ccc(F)cc4)nc3s2)c2cc(Br)ccc21,97
O=c1c(/C=C/c2ccco2)n[nH]c(=S)n1/N=C/c1ccc([N+](=O)[O-])cc1,100
COc1cc(NC(c2ccc(CN3CCNCC3)cc2)c2cccc(Cl)c2)n2nc(C)nc2n1 (stereo not drawn),75
Cc1ccc(C(=O)Nc2cccc(C#Cc3cccc4[nH]nc(N)c34)c2)cc1C(F)(F)F,19
Cc1ccc(S(=O)(=O)Nn2c(C)c(C)cc(-c3nc4ccccc4s3)c2=O)cc1,108

(listing goes on)
Compound,HL-60(TB)
CN1C2CCCC1CC(=O)NC2 (stereo not drawn),116
CCOC(=O)NCCNC(=O)c1ccc(OC)c(OC2CCCC2)c1,114
Cn1ccnc1C(=O)C(=O)Nc1ccc(CC(=O)Nc2ccccc2)cc1,107
C[Si](F)(c1cccc2ccccc12)c1cccc2ccccc12,101
C=C1Sc2ccccc2N1C,77
CCCCCCOc1ccc(NC2=C(SCCc3ccccc3)C(=O)c3ccccc3C2=O)cc1,79
Cc1c(C(=O)NCCCC(=O)NO)sc2ncnc(Nc3ccc(F)c(Cl)c3)c12,105
COC(=O)C(C)(C)C1Oc2ccc(F)cc2C(=O)/C1=C\NS(=O)(=O)c1ccc(OC)cc1 (stereo not drawn),92

More compounds:
Compound,HL-60(TB)
NC(N)=Nc1ccc(Nc2cccc(Oc3ccc(Cl)c(C(F)(F)F)c3)c2)cn1,-67*
O=c1[nH]c(C(F)(F)F)nc2c1nc1n2CCC1,95
COc1ccc(-c2nnc(SCC(=O)N3CCN(c4cc5c(cc4F)c(=O)c(C(=O)O)cn5C4CC4)CC3)o2)cc1OC,67
C#Cc1ccc(-n2c(/C=C/c3ccc4[nH]ccc4c3)nc3ncccc3c2=O)cc1,108
COc1ccc(-c2cc(=O)c3ccc4c(O)cccc4c3o2)cc1,112
O=C1OC(=O)C2C3C=CC(C4C=CC43)C12 (stereo not drawn),92
COc1cc(CO)c(OC)c2c1OCO2,114
CCCCN(Cc1ccc(C(=O)NO)cc1)C(=O)Nc1ccc(OCCCCCCCCCn2cc(CCCCC(=O)N[C@H](C(=O)N3C[C@H](O)C[C@H]3C(=O)NCc3ccc(-c4scnc4C)cc3)C(C)(C)C)nn2)cc1,22

The listing continues:
Compound,HL-60(TB)
O=C(CN1C(=O)CN(/N=C/c2ccc([N+](=O)[O-])o2)C1=O)c1ccccc1,99
CC1(C)CC[C@]2(C(=O)NCc3cn(C4OC(CO)C(O)C(O)C4O)nn3)CC[C@]3(C)C(=CC[C@@H]4[C@@]5(C)Cc6c([nH]c7ccccc67)C(C)(C)[C@@H]5CC[C@]43C)[C@H]2C1 (stereo partly drawn),85
O=S(=O)(F)c1ccc(C[P+](c2ccccc2)(c2ccccc2)c2ccccc2)c(Cl)c1,101
CCCCCN(CCCCC)CC(O)c1ccc(Cl)c2ccccc12 (stereo not drawn),46
COc1cc(C(=O)/C=C/c2c(-c3ccc(Cl)cc3)nc3sc(C)nn23)cc(OC)c1OC,96
C=CCN(/C=C1/C(=O)O[C@H](COC)[C@@]2(C)C1=C(O)C(=O)C1=C2[C@H](OC(C)=O)C[C@]2(C)C(=O)CC[C@@H]12)CC=C,5.7*
CN(C)CCOc1nc2c3cc([N+](=O)[O-])ccc3nn2c2ccccc12,12
O=C(CCN1C(=O)c2ccccc2C1=O)Nc1ccc(Cl)cc1,105

As entered above:
`O=C(CN1C(=O)CN(/N=C/c2ccc([N+](=O)[O-])o2)C1=O)c1ccccc1` in HL-60(TB) is entered as 99
`CC1(C)CC[C@]2(C(=O)NCc3cn(C4OC(CO)C(O)C(O)C4O)nn3)CC[C@]3(C)C(=CC[C@@H]4[C@@]5(C)Cc6c([nH]c7ccccc67)C(C)(C)[C@@H]5CC[C@]43C)[C@H]2C1` (stereo partly drawn) in HL-60(TB) is entered as 85

Other entries.
Compound,HL-60(TB)
CC(C)=CC/C=C(/C)[C@H]1CC[C@]2(C)[C@@H]1CC[C@@H]1[C@@]3(C)C/C(=C/c4ccncc4)C(=O)C(C)(C)[C@@H]3CC[C@]12C,93
c1cc(-c2nnc(SSc3ncnc4nc[nH]c34)o2)ccn1,18
CC(C)(Cc1ccc([N+](=O)[O-])cc1)[N+](=O)[O-],94
CN1CCN(CC(=O)N2c3ccccc3C(=O)Nc3cccnc32)CC1,106
COc1ccc(-c2nnc(Cn3cnnc3)o2)cc1,135
COC(=O)/C(CCC=C(C)C)=C1\[C@@H](OC(C)=O)C[C@@]2(C)[C@H]1C[C@@H](O)[C@H]1[C@@]3(C)CC[C@H](NCc4ccccc4)[C@@H](C)[C@@H]3CC[C@@]12C,43
Cc1cc(C)c2ccc(NC(=O)CCC(=O)O)nc2n1,100
O=[N+]([O-])c1ccccc1S(=O)(=O)n1ccc2nc(Cl)nc(Cl)c21,87

Next part:
Compound,HL-60(TB)
COc1ccc2c(c1)c(-c1nn3cc(-c4cccnc4)nc3s1)cn2C,57
CCOC(=O)NN(CCOS(=O)(=O)c1ccccc1)CCOS(=O)(=O)c1ccccc1,103
O=C1NN(c2ccccc2)C(c2ccccc2)=N/C1=C\c1cn(-c2ccccc2)nc1-c1ccccc1,93
Cc1cc(CC(O)(C(F)(F)F)C(F)(F)F)cc(CC(O)(C(F)(F)F)C(F)(F)F)n1,100
O=C(Cc1ccccc1)c1ccc(O)c(F)c1,94
Fc1ccc2c(c1)Sc1ccccc1N2,100
C[N+](C)(C)CCCC#CC[N+]1(C)CCc2ccccc2C1 (stereo not drawn),97
COc1ccc(-c2cs/c(=N\N=C\c3ccc(Cl)cc3)n2-c2ccccc2)cc1,105

(continued)
Compound,HL-60(TB)
N#Cc1c(-c2ccc(Cl)cc2)cc(-c2cc3ccccc3o2)nc1SCC(=O)c1ccccc1,161
COc1ccc(-c2nc3ccc(C)cc3c3c2c(=O)n(C)c(=O)n3C)cc1OC,98
COc1cc(C(=O)C[n+]2ccccc2)ccc1OC(C)=O,101
Cc1cc(=O)[nH]c(SCC(=O)Nc2nc(-c3ccc(Cl)cc3)cs2)n1,96
CC(NC(=O)/C=C/c1ccco1)C(=O)NC(Cc1ccccc1)C(N)=O (stereo not drawn),102
CCCCC(CC)CN(CC(CC)CCCC)N=O (stereo not drawn),85
OC(C(F)(F)F)C(F)(F)Cl (stereo not drawn),108
COc1cc(NC(=O)N2CCN(C)CC2)ccc1-c1ccc(NC(=O)N2CCN(C)CC2)cc1OC,92

More records follow.
Compound,HL-60(TB)
O=C(Cn1nnc2ccccc21)Nc1ccc(-c2nc3ccccc3s2)cc1,91
COc1cc2nc3sc4c(n3c(=O)c2cc1OC)C(=O)N(c1ccc(C(=O)OC(C)C)cc1)C4=O,84
CCN(CC)CCCNCCCNc1cc(OC)cc2cccnc12,-3.4*
COc1cc(C2=NN(c3ccc(Cl)cc3)C(c3cccc(Nc4ccnc5cc(C(F)(F)F)ccc45)c3)C2)cc(OC)c1OC (stereo not drawn),103
O=C(Cc1c(-c2ccccc2[N+](=O)[O-])n(-c2ncnc3c2c(-c2ccccc2)c(-c2ccccc2)n3Cc2ccccc2)[nH]c1=O)c1ccc(Cl)c(Cl)c1,1.2*
Cc1cc(Br)c(NC(=O)c2c(-c3c(Cl)cccc3Cl)noc2C)c(Br)c1,63
C[N+](C)(C)CCOC(N)=O,103
S=C(S)Nc1cccc(Cl)c1,82

Remaining list, next part.
Compound,HL-60(TB)
CC(=O)Nc1ccc2c(c1)-c1ccc(F)cc1C2=O,104
C=C(CC(=O)OC)C(=O)O,101
NC(CCl)=NCCCC[C@H](N)C(=O)O,99
O=C1CCC23OC(O)C(O)C2C(O)c2ccccc2N13 (stereo not drawn),88
O=C(NCCNCc1ccccc1)c1ccccc1,99
C=CCCN1CCCC1,86
Cc1cc(C)c(C#N)c(OCc2ccc(Cl)cc2)n1,85
CCS(=O)(=O)Nc1ccc(C(=O)CC2(O)C(=O)Nc3ccc(F)cc32)cc1 (stereo not drawn),99

Later entries
Compound,HL-60(TB)
COc1cc2c(cc1OC)C1c3ccc(OC)c(OC)c3OCC1(O)C2 (stereo not drawn),91
CN(C)c1ccc(-c2ccncc2)cc1,104
COc1ccc(-c2cc(-c3ccc(Cl)cc3)nc(SCCCC(=O)NO)n2)cc1OC,-32*
COc1cc(-c2cc(-c3ccc(Nc4ncnc5cc(Cl)ccc45)cc3)nc(N3CCCCC3)n2)cc(OC)c1OC,92
CC(C)NCC(O)c1ccc(NS(C)(=O)=O)cc1 (stereo not drawn),97
O=S(=O)(O)CCSSCCS(=O)(=O)O,120&111
O=c1oc2ccccc2cc1-c1csc(N2N=C(c3ccccc3)CC2c2ccc(N3CCOCC3)cc2)n1 (stereo not drawn),96
O=C1CCC(=O)N1CC(O)COc1ccccc1 (stereo not drawn),86&94

Other records:
Compound,HL-60(TB)
Cc1cccc(NC(=O)C(C)C)c1,99
Cc1cnc(Cl)nc1Sc1nc(N)nc2nc[nH]c12,94
Cc1ccc2oc(C)[n+](CCC(=O)O)c2c1,91
CCn1c(O)c(N=Nc2ccc(S(N)(=O)=O)cc2)c2cc(Br)ccc21,89
Clc1cc(Cl)cc(N2N=C(c3cccc(Nc4ccncc4)c3)CC2c2ccccc2)c1 (stereo not drawn),4.6*
CCN(CC)CCCC(Nc1c2ccc(Cl)cc2nc2ccc(OC)cc12)c1ccc(Cl)cc1 (stereo not drawn),-16*
O=C(COc1ccccc1)OCCOc1ccccc1,87
O=C(c1ccccc1)c1cccnc1,107&71

Continuation.
Compound,HL-60(TB)
Cc1cc(N2CCC(C)CC2)nc(N2CCN(CC(=O)Nc3ccc4c(ccn4Cc4ccccc4)c3)CC2)n1,48
COc1ccc(C)cc1NC(=O)Nc1sc2cc(O)ccc2c1C(N)=O,88
COC(=O)c1cccc2c1C(=O)c1ccccc1-2,77
c1ccc2nc(-c3ccc4ccccc4n3)ccc2c1,101
CCN(CC)Cc1cc(C=C2C(=O)N(C)C(=O)N(C)C2=O)cc(OC)c1O,100
C[C@H]1C[C@@H]2[C@H]([C@@H](O)C[C@@]3(C)[C@H]2CC[C@]3(O)C(=O)CF)[C@@]2(C)C=CC(=O)C=C12,87
COc1ccc(C(=O)c2cc3c(N)c(C(=O)Nc4ccc(C)cc4)sc3nc2C)cc1,7.7*
COc1cc(Nc2nccc(-c3ccc(N4CCN[C@@H](C)C4)nc3)n2)cc(OC)c1OC,48

(listing goes on)
Compound,HL-60(TB)
CC(c1cc2ccccc2s1)N(O)C(N)=O (stereo not drawn),97
O=c1[nH]c(=O)n2c(c1-c1ccccc1)OC(CBr)C2 (stereo not drawn),110
O=c1c2c3c(sc2n2c(=O)[nH]nc2n1Cc1ccccc1)CCCC3,98
Cc1c[n+](=O)c2ccccc2n1[O-],100&87
C1=NN(c2ccccc2)C=NN1c1ccccc1,90
CN1CCC(C(=O)C(=O)O)C1=O (stereo not drawn),100
CC(=O)Nc1ccc([N+](=O)[O-])cc1Cl,98
COc1cc(NC(=O)C(C)Sc2nc3ccccc3c(=O)n2CCc2ccc(S(N)(=O)=O)cc2)cc(OC)c1OC (stereo not drawn),89

Next results follow:
Compound,HL-60(TB)
COc1ccc(Br)c2c1C(=O)CC2,151
Cc1cc(O)cc(-c2nn(C)cc2-c2cc(NC[C@@H](C)O)nc(-c3cccnc3)n2)c1,91
CCSc1nc(O)cc(=O)[nH]1,76
CCNCCNc1cc(-c2ccc(C(F)(F)F)cc2)c(C#N)c2nc3ccccc3n12,-66*
Cc1cc(Nc2ccc(Cl)cc2)n2nc(C(F)(F)F)nc2n1,113
C[C@@H]1NC(=O)[C@H](Cc2ccccc2)N(Cc2cccc(O)c2)C1=O,109
O=C1CCc2ccc(OCCCCN3CCN(c4cccc(Cl)c4Cl)CC3)cc2N1,76
OCCN1CCOCC1,121

Structural class, the compounds so far with a thiophene ring, fused or not.
Compound,HL-60(TB)
Cc1c(C(=O)NCCCC(=O)NO)sc2ncnc(Nc3ccc(F)c(Cl)c3)c12,105
COc1ccc(C)cc1NC(=O)Nc1sc2cc(O)ccc2c1C(N)=O,88
COc1ccc(C(=O)c2cc3c(N)c(C(=O)Nc4ccc(C)cc4)sc3nc2C)cc1,7.7*
CC(c1cc2ccccc2s1)N(O)C(N)=O (stereo not drawn),97
O=c1c2c3c(sc2n2c(=O)[nH]nc2n1Cc1ccccc1)CCCC3,98

Reformatted field by field: entries from further up.
Cc1cc(Nc2ccc(Cl)cc2)n2nc(C(F)(F)F)nc2n1
  HL-60(TB): 113
C[C@@H]1NC(=O)[C@H](Cc2ccccc2)N(Cc2cccc(O)c2)C1=O
  HL-60(TB): 109

(further entries)
Compound,HL-60(TB)
N#CCCN(CCC#N)S(=O)(=O)c1ccc(Nc2ccc(O)c3c2C(=O)c2ccccc2C3=O)cc1,89
CN(C)c1ccc(/C=C/c2ccnc3c(O)cccc23)cc1,-26*
CN(C)c1ccc(CNC(C(=O)c2ccccc2)c2ccccc2)cc1 (stereo not drawn),97
CCOC(=O)c1c(C)cc(=O)oc1C,105
CCN(CC)CCN1C(=O)c2cccc3c(-c4ccc(-c5nc6c7ccccc7c7ccccc7c6[nH]5)cc4)ccc(c23)C1=O,60
